# Screening results deposited in PubChem by several laboratories.
# VIM-2 inh: blocks Pseudomonas aeruginosa VIM-2 metallo-beta-lactamase | inhibition, % at 5.6 µM | purified VIM-2, nitrocefin hydrolysis, epi-absorbance fluorescence | AID 1527 | actives 0.89% (n = 290,000);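 active = inhibition above the mean of all tested compounds plus 3 SD, cutoff set per screening run, cut at about 7.5% in these data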;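 also: red hydrolysis product quenches plate fluorescence so inhibitors raise well fluorescence; 0% = enzyme with DMSO and 100% = DMSO without enzyme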
# IDE cell activ: activators of human insulin-degrading enzyme in cells; P14735; HEK cells, FAbeta-B cleavage, fluorescence polarization; 0% vehicle, 100% cell-free pure enzyme wells; activation, % at 5.96 µM; actives 0.073% (n = 340,000); AID 493087;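 active = activation above the mean of all tested compounds plus 3 SD, set per screening campaign, cut at about 17% in these data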
# IMP-1 inhibitor: blocks Pseudomonas aeruginosa IMP-1 metallo-beta-lactamase. inhibition, % at 5.6 µM. actives 0.45% (n = 290,000). purified IMP-1, nitrocefin hydrolysis, epi-absorbance fluorescence;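 active = inhibition above the mean plus 3 SD of all compounds in the same screening run, cut at about 4.5% in these data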;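 also: 0% = IMP-1 with DMSO and 100% = DMSO wells lacking enzyme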
#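 System: Purified IMP-1 | Read-out basis: Percent enzyme inhibition | Controls: IMP-1 with DMSO as 0%, enzyme-free DMSO as 100% | Replicates: One well per compound | Doses: 5.6 µM nominal single concentration | Detection: Epi-absorbance fluorescence, 480 nm excitation, 530 nm emission | Incubation: 25 °C, 15 min preincubation, 25 min reaction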
# SUMO HTRF inh: inhibitors of human SUMOylation (UBC9). P63279. HTRF SUMOylation assay, SAE1/SAE2 + UBC9, in vitro. inhibition, % at 35 µM. actives 0.36% (n = 290,000). AID 2006; in the data active = inhibition above about 50%, passing the limit was not always enough; also: strong numbers were not always called active
# GalR3 antagonist: blocks the human galanin receptor 3. O60755. HEK293 GalR3-CNG cAMP membrane potential fluorescence; galR3 body fused to GalR1 C-terminus. inhibition, % at 3 µM. actives 0.44% (n = 360,000). AID 651719;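 active = inhibition above the screen-wide average plus 3 SD, cut at about 13% in these data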;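 also: forskolin and galanin both at EC90 stimulate the cells; cAMP rise reported by CNG channel membrane potential dye signal; 0% = forskolin plus galanin with DMSO and 100% = forskolin alone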
# CRFBP-R2 block: antagonists of CRF-binding protein/CRF-R2 receptor complex | AID 588475 | HEK293 CRF-R2/CRF-BP, CRF-induced calcium fluorescence | inhibition, % at 11.8 µM | actives 0.59% (n = 350,000);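 active = inhibition of the ligand-induced calcium signal above about 50% at the single tested concentration, limit read from the data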
# IDE cell inh: cellular human IDE inhibition. HEK cells, FAbetaB cleavage, fluorescence polarization. actives 0.41% (n = 320,000). inhibition, % at 5.59 µM;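 active = percent inhibition above the average of all tested compounds plus 3 SD, set per screening campaign, cut at about 16% in these data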;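 also: IDE supplied by intact live HEK cells; FP after avidin binding of uncleaved biotin substrate so inhibition keeps polarization high; 0% = DMSO wells and 100% = 60 µM reference IDE inhibitor Ii1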
# HCV NS3 hel inh: inhibitors of Hepatitis C virus NS3 helicase | NS3 helicase DNA unwinding, Cy5 molecular beacon fluorescence | inhibition, % at 10.9 µM | actives 0.56% (n = 290,000);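 active = inhibition above the mean of all tested compounds plus 3 SD, set per campaign, cut at about 35% in these data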;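 also: 0% = DMSO wells and 100% = thioflavine S control wells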
#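 test system = hepatitis C virus NS3 helicase domain fragment enzyme | reagent = annealed dual-labelled DNA beacon duplex, ATP-started | times = 1 h at 25 °C | detection = Cy5 fluorescence, 0 and 60 min reads | read-out basis = percent inhibition from t60/t0 fluorescence ratio | control set = DMSO and thioflavine S | replication = one well per compound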
# p-CIP stab down: lowers stability of the mouse p/CIP coactivator protein. decrease of EGFP signal, % at 10 µM. F442A p/CIP-EGFP cells, EGFP fluorescence, 16 h. actives 0.01% (n = 290,000). Q05BA5;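 active = EGFP signal decrease of at least 30% at 10 µM or well 3 SD below plate mean, unless failing retest; inactive = the rest, including hits failing retest or dose response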; also: some compounds called inactive have numbers as strong as hits; many of its hits are not listed in these tables
# Target sequence (Q05BA5 1-1403): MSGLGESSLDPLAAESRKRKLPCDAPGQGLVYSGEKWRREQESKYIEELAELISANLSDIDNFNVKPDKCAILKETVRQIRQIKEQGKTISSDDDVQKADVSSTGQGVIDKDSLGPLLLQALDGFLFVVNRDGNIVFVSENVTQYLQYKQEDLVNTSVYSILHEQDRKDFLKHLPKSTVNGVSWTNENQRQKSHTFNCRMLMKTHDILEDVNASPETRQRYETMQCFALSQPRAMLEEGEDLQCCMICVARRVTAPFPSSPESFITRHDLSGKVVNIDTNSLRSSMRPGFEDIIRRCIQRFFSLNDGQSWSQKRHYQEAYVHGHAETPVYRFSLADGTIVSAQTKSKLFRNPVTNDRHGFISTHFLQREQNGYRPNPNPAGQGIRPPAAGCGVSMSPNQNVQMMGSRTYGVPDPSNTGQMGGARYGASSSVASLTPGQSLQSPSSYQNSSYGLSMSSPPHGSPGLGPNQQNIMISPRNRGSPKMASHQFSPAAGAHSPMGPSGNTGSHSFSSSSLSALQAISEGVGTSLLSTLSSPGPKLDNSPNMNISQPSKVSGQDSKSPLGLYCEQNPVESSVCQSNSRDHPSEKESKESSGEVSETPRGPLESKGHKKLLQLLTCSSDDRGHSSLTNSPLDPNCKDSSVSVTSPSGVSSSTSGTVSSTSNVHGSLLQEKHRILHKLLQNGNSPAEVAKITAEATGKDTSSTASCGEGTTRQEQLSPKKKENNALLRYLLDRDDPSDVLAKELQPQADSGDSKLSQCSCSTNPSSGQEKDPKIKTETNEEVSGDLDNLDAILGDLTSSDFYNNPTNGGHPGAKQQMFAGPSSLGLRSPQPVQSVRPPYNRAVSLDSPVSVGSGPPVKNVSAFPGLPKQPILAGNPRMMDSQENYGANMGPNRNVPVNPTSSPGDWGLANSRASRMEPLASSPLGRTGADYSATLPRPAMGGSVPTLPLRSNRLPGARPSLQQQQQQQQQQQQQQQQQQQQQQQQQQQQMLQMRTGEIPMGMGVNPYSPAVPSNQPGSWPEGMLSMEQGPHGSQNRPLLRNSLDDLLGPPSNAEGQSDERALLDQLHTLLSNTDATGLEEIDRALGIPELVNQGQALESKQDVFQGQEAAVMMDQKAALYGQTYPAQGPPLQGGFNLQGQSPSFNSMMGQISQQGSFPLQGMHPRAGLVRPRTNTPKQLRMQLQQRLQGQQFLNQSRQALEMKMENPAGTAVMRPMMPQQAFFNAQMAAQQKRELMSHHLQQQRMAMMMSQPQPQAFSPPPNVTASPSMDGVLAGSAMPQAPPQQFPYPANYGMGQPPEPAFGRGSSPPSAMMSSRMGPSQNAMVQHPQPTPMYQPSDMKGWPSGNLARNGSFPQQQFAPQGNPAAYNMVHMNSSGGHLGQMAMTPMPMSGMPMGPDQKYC
# Numbers without * were called inactive; . = not tested or not shown.
VIM-2 inh,IDE cell activ,IMP-1 inhibitor,SUMO HTRF inh,GalR3 antagonist,CRFBP-R2 block,IDE cell inh,HCV NS3 hel inh,p-CIP stab down,canonical_smiles
-1.5,2,-2.3,5,0,-1,4,3,-13,CCOc1cc(CN2CCN(Cc3ccc(C)o3)C(CCO)C2)ccc1OC (centres undefined)
0.3,3,-0.1,-2,2,13,-1,19,-3,C[C@H](NC(=O)C1CC(=O)N(c2ccc(F)cc2)C1)C(=O)N1CCCCC1 (some centres undefined)
-1.1,2,0.6,11,-7,8,-4,1,-2,COc1ccc(NC(=O)CN(C)C(=O)/C=C/c2ccc(OCc3ccccc3)cc2)cc1
-1.4,2,-2.2,-8,-1,-10,-4,-17,-5,CCCCC(=O)Nc1nnc(SCC(=O)NC2CCCC2)s1
-4.0,-5,-3.6,8,-3,12,6,3,-10,Cc1ccc(NC(=O)NCCSc2ccc(C)cc2)cc1
-0.3,3,-4.1,-7,-10,-2,5,0,-13,CCCNC(=O)CCC(NS(=O)(=O)c1ccc(C)cc1)C(=O)NCCC (centres undefined)
-1.8,0,-2.9,10,-6,4,.,4,-5,Cc1cccc(C)c1NC(=O)Cn1cc(C=O)c2ccccc21
-2.5,-5,-2.3,20,108*,-4,-2,3,-6,NC(=O)c1cn(-c2ccccc2)nc1-c1cc2ccccc2oc1=O
.,1,.,.,-5,-18,6,.,.,COc1cccc(COC(=O)c2ccc3c(c2)NC(=O)C(C)S3)c1OC (centres undefined)
-1.2,6,-1.6,-9,-2,-1,-3,7,-12,O=C(NCC1COCCO1)c1cc(COc2c(F)cccc2F)on1 (centres undefined)
-0.9,-2,-1.6,1,-4,-23,3,0,6,CCC(=O)Nc1ccc(Cl)c(NC(=S)NC(=O)COc2ccc(Cl)cc2)c1
-1.6,.,0.1,9,-4,5,4,26,2,CCOc1ccc(CC(=O)NNC(=S)NC)cc1
.,1,.,.,-9,1,2,.,.,C#CCOCCOCCOCCNc1nc(N2CCOCC2)nc(N2CCN(C(=O)[C@H](CCCCN)n3cc(CN)nn3)CC2)n1
.,5,.,.,-3,7,2,.,.,CCOC(=O)C[C@H]1c2ccccc2S(=O)(=O)N1Cc1cc(OC)c(OC)c(OC)c1
1.9,0,-1.0,10,-5,11,1,2,-1,COc1ccc(NC(=O)Cn2cnc3c(cnn3-c3ccc(C)c(C)c3)c2=O)c(OC)c1
-0.3,3,-2.9,18,-4,-6,7,17,8,Cc1oc2ccc(OCC(N)=O)cc2c1C(=O)OC(C)C
-2.9,4,-0.2,6,-4,-3,-2,-20,-21,CC(=O)Nc1ccc(NC(=O)c2c(C)nn(-c3ccccc3)c2Cl)cc1C
-3.2,5,-4.1,6,3,-12,0,-4,6,C=CCN(c1ccccc1)S(=O)(=O)c1cccc(C(=O)Nc2nnc(SCC)s2)c1
2.9,-8,-0.3,13,2,12,1,7,2,COc1ccccc1NC(=O)c1ccc(C(=O)c2ccccc2)o1
.,5,.,.,0,3,7,.,.,CCCCNC(=S)Nc1cccc(S(=O)(=O)NC2=NCCC2)c1

# (continued)
VIM-2 inh,IDE cell activ,IMP-1 inhibitor,SUMO HTRF inh,GalR3 antagonist,CRFBP-R2 block,IDE cell inh,HCV NS3 hel inh,p-CIP stab down,canonical_smiles
-1.3,-1,-1.9,-10,-2,9,10,-12,-4,Cc1ccc(OCC(=O)N2CCN(c3ccc([N+](=O)[O-])c(N4CCOCC4)c3)CC2)cc1
5.1,2,-4.5,0,1,11,-1,1,-10,CC(=O)C(Sc1ccc2nnc(-c3ccncc3)n2n1)C(C)=O
0.0,6,-2.6,-9,-9,-5,5,6,1,O=C(NC1CCN(S(=O)(=O)c2cccc([N+](=O)[O-])c2)CC1)C1CCCCC1
-2.6,-5,-3.2,-2,-8,5,1,20,-6,CCOC(=O)C1CCN(C(=O)CC2(CC(=O)O)CCCC2)CC1
-1.5,11,-3.5,1,5,-12,-6,-1,-5,COc1ccc(CCNC(=O)CSc2nc(C)nc3c2oc2ccccc23)cc1OC
-4.2,1,-2.8,16,2,-7,5,9,-2,CCN1CCN(CC(=O)Nc2ccc(C)cc2C)C(=O)C1=O
-0.4,8,-2.7,4,-5,-29,0,2,-4,O=S(=O)(c1ccc(-c2csc(-c3cccnc3)n2)cc1)N1CCOCC1
.,5,.,.,-3,-2,1,.,.,CC1CCCC(NC(=O)COC(=O)c2cccc(S(=O)(=O)N3CCCCC3)c2)C1C (centres undefined)
-2.5,-3,-1.6,15,-6,-20,3,5,-8,CCOc1ccccc1NC(=O)CCc1nnc2ccc(N3CCC4(CC3)OCCO4)nn12
.,5,.,.,-4,3,4,.,.,O=C(Nc1cc(C(F)(F)F)ccc1-n1cncn1)C1CC1
-4.1,-2,-3.8,-4,-3,15,1,-6,7,CNC(=O)CSCc1cnn(-c2ccccc2)c1-n1cccc1
-0.9,0,0.0,-5,-3,4,-2,-8,2,Cc1ccc(C(=O)NCCSCc2ccc(Cl)cc2Cl)cc1[N+](=O)[O-]
-0.3,4,-1.1,19,-2,6,-4,0,7,Cc1cc(NC(=O)COC(=O)c2cccc(OCc3ccccc3)c2)no1
-2.0,-10,-3.0,8,-4,7,0,-14,-3,Cc1cc(N/N=C/c2cccc(Cl)c2)nc(-n2nc(C)cc2C)n1
-2.7,3,-3.6,21,1,-2,-4,5,-1,O=C(Cn1cnc2c(nnn2Cc2ccc(F)cc2)c1=O)NC1CCCC1
-2.6,11,-6.1,-4,1,-3,-2,-33,0,CCN1CCCc2cc(CN(CCN3CCOCC3)C(=S)Nc3cccc(OC)c3)ccc21
-1.5,-4,-1.8,-1,-5,1,2,-2,7,COc1cccc(/C=C/C(=O)N2CCN(S(=O)(=O)c3ccccc3)CC2)c1OC
-0.4,-2,-2.8,12,-3,47,6,8,1,CCOC(=O)C1CCCN(Cc2ccc(O)c(OC)c2)C1 (centres undefined)
-2.7,-1,-3.2,30,-3,-7,1,18,5,O=C(NCc1ccco1)C(=O)NCC1OCCN1S(=O)(=O)c1ccc(Br)cc1 (centres undefined)
-0.5,-3,-1.4,8,-9,-21,2,7,-4,COc1ccc(S(=O)(=O)NCc2ccco2)c2ccccc12

# An excerpt from above in order of number of heavy atoms, highest first:
VIM-2 inh,IDE cell activ,IMP-1 inhibitor,SUMO HTRF inh,GalR3 antagonist,CRFBP-R2 block,IDE cell inh,HCV NS3 hel inh,p-CIP stab down,canonical_smiles
-2.5,-3,-1.6,15,-6,-20,3,5,-8,CCOc1ccccc1NC(=O)CCc1nnc2ccc(N3CCC4(CC3)OCCO4)nn12
-1.3,-1,-1.9,-10,-2,9,10,-12,-4,Cc1ccc(OCC(=O)N2CCN(c3ccc([N+](=O)[O-])c(N4CCOCC4)c3)CC2)cc1
-1.5,11,-3.5,1,5,-12,-6,-1,-5,COc1ccc(CCNC(=O)CSc2nc(C)nc3c2oc2ccccc23)cc1OC
.,5,.,.,-3,-2,1,.,.,CC1CCCC(NC(=O)COC(=O)c2cccc(S(=O)(=O)N3CCCCC3)c2)C1C (centres undefined)
-1.5,-4,-1.8,-1,-5,1,2,-2,7,COc1cccc(/C=C/C(=O)N2CCN(S(=O)(=O)c3ccccc3)CC2)c1OC
-2.7,-1,-3.2,30,-3,-7,1,18,5,O=C(NCc1ccco1)C(=O)NCC1OCCN1S(=O)(=O)c1ccc(Br)cc1 (centres undefined)
-0.3,4,-1.1,19,-2,6,-4,0,7,Cc1cc(NC(=O)COC(=O)c2cccc(OCc3ccccc3)c2)no1
-0.4,8,-2.7,4,-5,-29,0,2,-4,O=S(=O)(c1ccc(-c2csc(-c3cccnc3)n2)cc1)N1CCOCC1
-0.9,0,0.0,-5,-3,4,-2,-8,2,Cc1ccc(C(=O)NCCSCc2ccc(Cl)cc2Cl)cc1[N+](=O)[O-]
-2.0,-10,-3.0,8,-4,7,0,-14,-3,Cc1cc(N/N=C/c2cccc(Cl)c2)nc(-n2nc(C)cc2C)n1
-4.1,-2,-3.8,-4,-3,15,1,-6,7,CNC(=O)CSCc1cnn(-c2ccccc2)c1-n1cccc1
-4.2,1,-2.8,16,2,-7,5,9,-2,CCN1CCN(CC(=O)Nc2ccc(C)cc2C)C(=O)C1=O
.,5,.,.,-4,3,4,.,.,O=C(Nc1cc(C(F)(F)F)ccc1-n1cncn1)C1CC1

# Back to the main list; the 2 compounds before the break are reprinted first.
VIM-2 inh,IDE cell activ,IMP-1 inhibitor,SUMO HTRF inh,GalR3 antagonist,CRFBP-R2 block,IDE cell inh,HCV NS3 hel inh,p-CIP stab down,canonical_smiles
-2.7,-1,-3.2,30,-3,-7,1,18,5,O=C(NCc1ccco1)C(=O)NCC1OCCN1S(=O)(=O)c1ccc(Br)cc1 (centres undefined)
-0.5,-3,-1.4,8,-9,-21,2,7,-4,COc1ccc(S(=O)(=O)NCc2ccco2)c2ccccc12
.,1,.,.,-3,3,-1,.,.,O=C(NCCc1nc(-c2ccccc2)no1)c1ccccc1
-3.7,7,-2.5,3,.,-11,6,-6,-4,COc1ccccc1CCNC(=O)C(=O)NCC1OCCN1S(=O)(=O)c1ccc(OC)c(OC)c1 (centres undefined)
-3.5,-5,-3.1,2,-2,-20,1,-7,4,Nc1ccc(C(=O)OCc2nc3cc4ccccc4cc3[nH]2)cc1
-1.2,5,-1.2,4,-5,-11,4,12,-8,Cc1cc(NC(=O)CCC(=O)N(Cc2ccccc2)C(C(=O)NC2CCCC2)c2ccc(C)o2)no1 (centres undefined)
-2.9,-3,-2.3,7,-6,-12,-3,7,-5,O=C(CSc1ccc2ccccc2n1)Nc1ccc(N2CCOCC2)cc1
-0.9,4,-2.2,79*,-3,27,0,30,19,CC1=NN(c2ccc(C(=O)O)c(N)c2)C(=O)C1
-1.6,-5,-2.4,17,-6,13,0,0,6,CC(c1ccccc1F)n1cc(C(=O)NCc2ccncc2)nn1 (centres undefined)
-1.1,14,-1.3,2,-8,-1,1,25,8,COc1cc(CN2CCCC(C)C2)ccc1OCc1ccccc1 (centres undefined)
-2.7,7,-3.1,-5,-5,21,1,-1,12,Cc1ccc([N+](=O)[O-])cc1NC(=S)NC(=O)c1cccs1
0.0,-5,-1.0,0,-4,1,-6,-2,-11,O=C(O)C1=C[C@H](c2coc3ccccc3c2=O)C[C@H](OCc2ccc(CO)cc2)O1
-2.5,-4,-2.2,15,-7,-73,5,-10,-27,Cc1cc(C)c(OCC(=O)Nc2nc3ccccc3[nH]2)c(C)c1
-2.4,-27,-0.3,5,-4,14,11,-2,-1,Cn1c(SCC(=O)Nc2ccc3nc(SCC(=O)NC4CC4)sc3c2)nnc1-c1ccccc1
-1.6,7,-0.8,4,-4,3,1,7,5,NS(=O)(=O)c1ccc(CCNC(=O)CSCc2ccccc2)cc1
